Screening data from PubChem.
PI4K2A block – blocks human PI4K2A kinase activity; Q9BTU6; activity change, negative = inhibition, % at 76.9 µM; purified PI4K2A, ADP-Glo luminescence, 1 h; hits give low values; hit rate 0.13% among 420,000; AID 1346378; in the data active = activity change below about -50%; inconclusive = mostly about -30% to -49%;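 also: -100% = wells without enzyme as full effect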
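Compounds are screened against recombinant PI4K2A using PI as substrate and ATP, the latter dispensed at 300 microM. Reactions run one hour at ambient temperature before ADP-Glo detection; full inhibition defined by wells lacking enzyme.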
HP1b chromo inh – blocks HP1-beta chromodomain binding to methylated histone tails | P83916 | AlphaScreen HP1-beta / biotin-H3K9me3 peptide binding | Potency, µM (highest dose often 114 µM), for the others: at the top dose activity change, negative = inhibition, hits mostly inhibitors | hit rate 0.56% among 390,000; also: potency is read from the fitted curve at half-maximal effect; nearly all actives have a fitted effect of over 70% in size; inactives centre near 23
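HP1-beta protein (50 nM final) preincubated 30 min at room temperature with biotinylated H3(1-18)K9me3 peptide (50 nM) in PBS pH 7.4, 0.01% Tween-20, then compound added for 30 min. AlphaScreen streptavidin donor/nickel chelate acceptor beads (10 ug/mL final), 30 min dark, luminescence read.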
Pin1 inhibitor – human Pin1 inhibition | hit rate 0.009% among 390,000 | Pin1 FP peptide displacement, HiFluor488, 10 min | Potency, µM (highest dose often 115 µM), without a hit: top-dose activity, negative = inhibition, hits mostly inhibitors | AID 504891 | Q13526; active = well fitted inhibition curve with a large enough effect in the polarisation, with a control signal flat, not every such curve was filed as active; inconclusive = small, poorly fitted or top-dose-only effect, or effect the other way, or a change in a side signal; inactive = no such curve, though single readings can be large or run the other way; the % refers to the polarisation; also: potency is read from the fitted curve at half-maximal effect; % is scaled to controls: 0 for no effect and ±100 for the full control effect
G9a inh – inhibitors of human histone lysine methyltransferase G9a. G9a H3K9 monomethylation, AlphaScreen, 2 h. hit rate 8.8% among 350,000. Q96KQ7. AID 504332. Potency, µM (highest dose often 102 µM), without a hit: at the highest dose activity, negative = inhibition, hits mostly inhibitors; also: potency is read from the fitted curve at half-maximal effect; % is scaled to controls: 0 for no effect and ±100 for the full control effect; nearly all actives have a fitted effect of over 75% in size
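Quantitative HTS format: methyltransferase activity on a biotin-tagged H3K9 peptide is measured by AlphaScreen, using a rabbit anti-monomethyl-H3K9 antibody with streptavidin donor and anti-IgG acceptor beads. Final levels are 20 nM enzyme, 500 nM peptide, 20 uM SAM; 2 h RT.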
BAZ2B block – inhibitors of human BAZ2B bromodomain. hit rate 4.4% among 360,000. Potency, µM (titrated, usually from 114 µM), without a hit: at the highest dose activity change, negative = inhibition, hits mostly inhibitors. AlphaScreen BAZ2B-H3K14Ac peptide displacement. Q9UIF8. AID 504333; also: potency is read from the fitted curve at half-maximal effect; % is scaled to controls: 0 for no effect and ±100 for the full control effect; nearly all actives have a fitted effect of over 60% in size
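Complex of BAZ2B and biotin-H3K14Ac (50 nM apiece) forms over 30 min at RT, then faces library compounds up to 110 uM for another 30 min; AlphaScreen beads added, 20 min dark incubation, luminescence read.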
JMJD2A Tudor inh – blocks the human JMJD2A Tudor domain | O75164 | AlphaScreen JMJD2A-Tudor / H3K4me3 peptide binding | hit rate 4.4% among 390,000 | Potency, µM (highest dose often 114 µM), without a hit: at the highest dose activity change, negative = inhibition, usual class: inhibitors; also: potency is read from the fitted curve at half-maximal effect; % is scaled to controls: 0 for no effect and ±100 for the full control effect; nearly all actives have a fitted effect of over 50% in size
Target sequence (O75164 whole entry, looked up, the tested form may be a part): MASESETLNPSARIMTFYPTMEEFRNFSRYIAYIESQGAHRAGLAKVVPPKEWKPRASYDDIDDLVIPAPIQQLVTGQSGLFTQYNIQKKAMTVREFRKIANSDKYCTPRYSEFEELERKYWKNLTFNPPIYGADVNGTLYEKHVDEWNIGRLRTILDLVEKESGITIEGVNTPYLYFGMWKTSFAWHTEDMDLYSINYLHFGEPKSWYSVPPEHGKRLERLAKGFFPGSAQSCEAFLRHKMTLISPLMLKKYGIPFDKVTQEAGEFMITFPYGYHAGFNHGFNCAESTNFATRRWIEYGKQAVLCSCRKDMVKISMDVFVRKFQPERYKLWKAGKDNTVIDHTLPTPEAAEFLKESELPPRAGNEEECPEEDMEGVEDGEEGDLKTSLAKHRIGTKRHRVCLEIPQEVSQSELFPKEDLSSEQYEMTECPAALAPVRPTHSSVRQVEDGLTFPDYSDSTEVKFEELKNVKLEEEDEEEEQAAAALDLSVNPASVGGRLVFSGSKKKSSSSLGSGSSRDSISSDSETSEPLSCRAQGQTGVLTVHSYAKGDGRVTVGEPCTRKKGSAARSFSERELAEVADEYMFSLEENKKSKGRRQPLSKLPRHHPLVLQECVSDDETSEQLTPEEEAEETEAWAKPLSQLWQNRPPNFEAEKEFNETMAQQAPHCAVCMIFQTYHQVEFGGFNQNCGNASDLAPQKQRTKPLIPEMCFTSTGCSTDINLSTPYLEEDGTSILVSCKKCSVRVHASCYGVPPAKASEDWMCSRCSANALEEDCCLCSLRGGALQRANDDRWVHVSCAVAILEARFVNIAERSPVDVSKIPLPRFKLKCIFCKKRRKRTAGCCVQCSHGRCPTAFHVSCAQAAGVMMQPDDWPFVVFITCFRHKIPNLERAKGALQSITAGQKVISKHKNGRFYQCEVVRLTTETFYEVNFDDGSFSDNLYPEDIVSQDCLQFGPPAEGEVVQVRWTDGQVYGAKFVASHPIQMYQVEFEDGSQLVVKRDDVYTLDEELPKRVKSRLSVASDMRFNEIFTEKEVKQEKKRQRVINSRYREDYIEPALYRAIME
GLS inh – blocks human kidney-isoform glutaminase activity; O94925; GLS enzymatic activity, qHTS titration; Potency, µM (doses to about 45.5 µM), inactives show top-dose activity change, negative = inhibition, most hits filed as inhibitors; hit rate 0.21% among 410,000; also: potency is read from the fitted curve at half-maximal effect; % is scaled to controls: 0 for no effect and ±100 for the full control effect
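hKGA in 45 mM KH2PO4 (pH 8.2), 0.02% Tween-20 with compound, then 1mM L-Glutamine (stock as added) plus glutamate oxidase/HRP/Amplex red coupling mix. Fluorescence read initially and after 30 min at RT; signal change reflects glutamate formation.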
POLH inh – blocks human DNA polymerase eta activity | recombinant Pol eta, fluorescent DNA replication assay | hit rate 1.2% among 390,000 | Q9Y253 | Potency, µM (doses to about 114 µM), without a hit: at the highest dose activity change, negative = inhibition, most hits filed as inhibitors; also: potency is read from the fitted curve at half-maximal effect; % is scaled to controls: 0 for no effect and ±100 for the full control effect
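Pol eta (10 nM) was preincubated with compounds for 15 min at room temperature, after which fluorescent replication substrate (50 nM final) was added to start the reaction. Fluorescence was read kinetically at 0 and 10 min.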
PGK inhibitor – T. brucei PGK inhibition; PGK/GAPDH coupled, Kinase-Glo luminescence, 60 min; Potency, µM (titrated, usually from 57.5 µM), for the others: top-dose activity change, negative = inhibition, actives largely listed as inhibitors; P07378; hit rate 0.043% among 380,000; also: potency is read from the fitted curve at half-maximal effect; % is scaled to controls: 0 for no effect and ±100 for the full control effect; nearly all actives have a fitted effect of over 60% in size
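Recombinant glycosomal PGK reaction used 1,3-bisphosphoglycerate generated in-well by GAPDH (100nM final) in 100mM TEA pH 7.6, 5mM MgCl2, 0.01% Tween-20. After 60 minutes at room temperature, ATP was read by Kinase-Glo Plus luminescence end-point.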
Numbers without * were called inactive; i = inactive; ? = inconclusive; . = not tested or not shown; & = joins results of further samples; [ ] = another dose, or the depositor's remark. Unless noted, calls follow the shape of the dose curve; as a rule, active = well fitted curve in the direction sought with a large enough effect; inconclusive = small, poorly fitted or top-dose-only effect, or another doubt; inactive = no such curve, though single readings can be large; an effect the other way counts as inactive or inconclusive. The list is partial; count on the stated rates, not on these rows.

The opening two records, ahead of the listing:
PI4K2A block	HP1b chromo inh	Pin1 inhibitor	G9a inh	BAZ2B block	JMJD2A Tudor inh	GLS inh	POLH inh	PGK inhibitor	mol
5	7%[57 µM]	-8%	-4%[59 µM]	4%	-26%	0%	-6%	-10%	CCOC(=O)C1CCN(C(=O)c2ccc(C)c(NC(=O)c3nsc4ccccc34)c2)CC1
-7	10%	9%	5%	-8%	-13%	1%	-11%	-5%	O=C(Nc1ccc(S(=O)(=O)NCC2CCCO2)cc1)c1ccccc1 (centres undefined)

The listing, from the first entry:
PI4K2A block	HP1b chromo inh	Pin1 inhibitor	G9a inh	BAZ2B block	JMJD2A Tudor inh	GLS inh	POLH inh	PGK inhibitor	mol
5	7%[57 µM]	-8%	-4%[59 µM]	4%	-26%	0%	-6%	-10%	CCOC(=O)C1CCN(C(=O)c2ccc(C)c(NC(=O)c3nsc4ccccc34)c2)CC1
-7	10%	9%	5%	-8%	-13%	1%	-11%	-5%	O=C(Nc1ccc(S(=O)(=O)NCC2CCCO2)cc1)c1ccccc1 (centres undefined)
-1	32%	0%	.	-12%	-8%	-10%	-14%	-4%	CCOc1ccc2oc(C(=O)NCc3nc4ccccc4[nH]3)c(C)c2c1
1	-35%	-4%	2µM*	50µM*	?	13%	-13%	-2%	CCOC(=O)C(Nc1ccc2ccccc2c1)C(=O)OCC
2	28%	?	12%	-23%	-10%	7%	-15%	-5%	CC(CCc1ccccc1)NC(=O)C(=O)c1c[nH]c2ccccc12 (centres undefined)
-4	.	.	.	.	.	-2%	?	-2%	COc1cc(/C=N/NC(=O)c2nnn(-c3nonc3N)c2C)ccc1OCc1ccc(Cl)cc1
2	4%	-4%	-36%	5%	-14%	-12%	-3%	-4%	CC(=O)Nc1ccc(S(=O)(=O)NC2(C(F)(F)F)NC(=O)N(CC(C)C)C2=O)cc1 (centres undefined)
2	-1%	-1%	.	?	-22%	-2%	7%	0%	CC(C)c1ccc(NC2CCCN(C(=O)c3cccc(N4CCNC4=O)c3)C2)cc1 (centres undefined)
14	18%	0%	13%	-10%	-26%	4%	-22%	-9%	COc1cccc(CNC(=O)CN2C(=O)CC(c3ccccc3)=Nc3ccccc32)c1
-15	50µM*	-14%	.	.	?	1%	?	-2%	O=C1C(Cl)=C(NCc2ccco2)C(=O)c2ccccc21
-4	26%	-5%	5%[59 µM]	-11%	-15%	-6%	-10%	8%	COc1ccc(CCNC(=O)Cn2c(=O)nc(-c3ccccc3)c3ccccc32)cc1OC
5	23%	2%	?	-1%	-9%	6%	-13%	-4%	CC(C)CNC(=O)NC(=O)CSc1nc2ccccc2n1CC(C)C
3	19%	5%	10%[59 µM]	-5%	-13%	7%	6%	-5%	COc1ccc2nc(/N=C(\N)NC(=O)C(C)(C)C)nc(C)c2c1
-7	16%	-8%	7%[59 µM]	3%	-12%	1%	-5%	-11%	COC(=O)[C@H](Cc1ccccc1)NC(=O)NCc1ccc(S(N)(=O)=O)cc1
-3	17%	-10%	40µM*	?	-29%	-5%	-13%	-6%	COc1ccccc1C1/C(=C(\O)c2ccc3c(c2)OCCO3)C(=O)C(=O)N1CCCn1ccnc1 (centres undefined)
-2	20%	27%	26%[59 µM]	-3%	-18%	8%	-6%	-8%	COc1ccc(-c2nnc(SC(C)C(=O)O)o2)cc1 (centres undefined)
-3	24%	9%	-1%	-17%	-35%	17%	-8%	1%	COc1cccc(C(=O)CC(=O)C(=O)Nc2cccc([N+](=O)[O-])c2C)c1
4	22%	1%	-4%	9%	4%	-4%	-14%	-1%	CN(C)CCCNc1nc(N)c([N+](=O)[O-])c(NCCO)n1
-3	22%	1%	2%	-2%	-5%[11.4 µM]	-2%	-12%	-4%	CC(=O)Nc1ccc(S(=O)(=O)Nc2ccccn2)cc1
-5	10µM*	-2%	14µM*	10µM*	28µM*	2%	-18%	?	N#CC(c1cccc(Cl)c1)c1ccc2c(C(F)(F)F)cc(C(F)(F)F)nc2n1 (centres undefined)
7&0	6%&-9%	-11%&7%	21%	-20%&-16%	-10%&-28%	0%&-2%	-13%&-16%	-2%&-1%	O=C(Cn1cnc(S(=O)(=O)N2CCCC2)c1)Nc1cccc(F)c1
4	31%	-7%	6%[12.7 µM]	28%	-2%	-2%	-9%	-1%	O=C(NCc1cccnc1)c1cccc(S(=O)(=O)N2CCCC2)c1
0	-4%	3%	-11%	6%	-19%	3%	-13%	10%	COc1cccc(N(C(=O)Cn2nnc(-c3ccc(C)o3)n2)C(C(=O)NC2CCCC2)c2ccncc2)c1 (centres undefined)
-2	10%	2%	6%[0.501 µM]	-11%	-5%	2%	-5%	0%	COc1ccc(S(=O)(=O)N[C@@H](Cc2ccc(Cl)cc2)C(=O)N2CC[C@@]3(O)CCCC[C@H]3C2)cc1
-7	6%	-1%	2%	.	-22%	0%	-3%	2%	Cc1ccc(CNS(=O)(=O)c2cccc3nsnc23)cc1
0	60%[activator]	-6%	?	5%	4%	0%	-15%	5%	O=C(CSc1nnc(-c2ccncc2)o1)Nc1ccc(F)c(F)c1
10	25%	1%	5%[59 µM]	7%	-4%	1%	4%	-6%	Cc1ccc(CNC(=O)Cc2cccs2)cc1
2	29%	18%	22%[12.7 µM]	-29%	-27%	3%	-13%	-8%	COc1ccc([N+](=O)[O-])cc1NCC(=O)Nc1cc(S(=O)(=O)N2CCCCC2)ccc1C
2	32%	5%	?	4%	12%	-6%	-19%	-6%	O=C(Nc1cccc(NC(=O)c2ccc(F)cc2)c1)c1ccc(F)cc1
2	22%	-10%	12%[59 µM]	-2%	-15%	-2%	9%	-9%	Cc1ccccc1-n1c(C)nnc1SCC(=O)N1CC(=O)Nc2ccccc21

Single records, as listed above.
O=C(CSc1nnc(-c2ccncc2)o1)Nc1ccc(F)c(F)c1 reads PI4K2A block: 0; HP1b chromo inh: 60%[activator]; Pin1 inhibitor: -6%; G9a inh: ?; BAZ2B block: 5%; JMJD2A Tudor inh: 4%; GLS inh: 0%; POLH inh: -15%; PGK inhibitor: 5%
Cc1ccc(CNS(=O)(=O)c2cccc3nsnc23)cc1 reads PI4K2A block: -7; HP1b chromo inh: 6%; Pin1 inhibitor: -1%; G9a inh: 2%; BAZ2B block: .; JMJD2A Tudor inh: -22%; GLS inh: 0%; POLH inh: -3%; PGK inhibitor: 2%

Later entries:
PI4K2A block	HP1b chromo inh	Pin1 inhibitor	G9a inh	BAZ2B block	JMJD2A Tudor inh	GLS inh	POLH inh	PGK inhibitor	mol
?	-1%	4%	?	56µM*	?	?	-12%	-6%	CC1=NN(c2ccc(C)cc2C)C(=O)C1C(c1ccccc1)C1C(=O)N(c2ccc(C)cc2C)N=C1C (centres undefined)
-3	46%[activator]	-18%	-6%[12.7 µM]	3%	-12%	23%	3%	-7%	COc1ccc(/C=C/C(=O)NC(=S)NNC(=O)c2cccnc2)cc1OC
1	25%	8%	3%[12.7 µM]	?	-26%	1%	-18%	0%	C[C@@]12CCC=C[C@H]1[C@H](c1ccc3ccccc3c1Br)N(Cc1ccccc1)C2=O
2	202%[activator]	0%	.	101%[activator]	82%[activator]	-10%	-9%	-4%	FC(F)(F)c1cnc(COc2ccc(Cl)cc2Cl)c(Cl)c1
-3	28%	-8%	15%	-13%	-8%	-6%	-10%	-13%	CCC(=O)N1CCc2cc(S(=O)(=O)N3CCN(c4ccccc4Cl)CC3)ccc21
2	30%	6%	-45%	-4%	-12%	-1%	-19%	-2%	Cc1cc(NC(=O)c2cc(C)on2)no1
-6	3%	-2%	2%	-6%	-11%	0%	-4%	-6%	Cc1ccc(NC(=O)CSc2nnc3ccc(-c4cccnc4)nn23)cc1
2	13%	2%	-30%[12.7 µM]	?	-12%	6%	-11%	-4%	O=C1Nc2cc(Cl)c(Cl)cc2N(O)N1c1ccccc1
0	7%	1%	-9%[59 µM]	-10%	-26%	1%	-19%	10%	COc1ccc(CCNC(=O)CSc2nc3ccccc3nc2Cc2ccc(C)cc2)cc1OC
2	52%[activator]	-8%	12%[12.7 µM]	0%	0%	24%	-15%	-9%	Cc1ccc(C(=O)NNC(=O)c2ccc(NS(=O)(=O)c3cccs3)cc2)o1
1	10%[57 µM]	-1%	25%[59 µM]	6.3µM*	?	-7%	-1%	i	COc1ccc(Nc2cc(C)nc(-n3nc(C)cc3C)n2)cc1Cl
-2	4%	-9%	13%	1%	-1%	1%	2%	-2%	CC(C)C(=O)Nc1c2c(nn1-c1ccc([N+](=O)[O-])cc1)CS(=O)(=O)C2
2	43%[activator]	5%	12%[59 µM]	-13%	-13%	-1%	-3%	0%	Cc1cccc(Cn2c(=O)n(CCc3ccccc3)c(=O)c3sc4ccccc4c32)c1
5	2%	-7%	49%[2.33 µM]	-13%	-27%	-19%	-4%	-1%	Cc1[nH]n(C(N)=S)c(=O)c1N=Nc1cc(C(F)(F)F)ccc1Cl
-2	47%[activator]	-3%	38%[59 µM]	13%	11%	-1%	-9%	i	Clc1ccc(CON/C=N/c2ncnc3sccc23)c(Cl)c1
1	34%	1%	7%	-3%	9%	3%	-13%	-6%	O=S(=O)(Nc1ccc(Cl)c(Cl)c1)N1CCOCC1
1	13%	-2%	25%[59 µM]	8%	-13%	-1%	-14%	0%	CCCC(C(=O)NC1CCCCC1)N(CC1CCCO1)C(=O)CNS(=O)(=O)c1ccc(F)cc1 (centres undefined)
-2&2	27%&24%	16%&15%	-6%[59 µM]	-2%&7%	-13%&-22%	15%&-3%	-14%&-14%	-5%&-4%	O=C(Nc1ccc(F)cc1)N1CCN(c2ccc3nnc(-c4ccc(F)cc4)n3n2)CC1
